TRPC4 block – blocks the mouse TRPC4 cation channel; HEK293 TRPC4beta/mu-opioid, DAMGO-evoked Fluo4 calcium flux; stronger effect = lower value; 300,000 compounds, 0.39% hits; B-score at 10 µM; Q9QUQ5;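 active = B-score over 3 SD under the library average, no early fluorescence shift, positive overall ratio signal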
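System: stable TRPC4beta/mu-opioid receptor HEK293 cells; Dosing: single-point compound dosing; Measured by: Fluo4 Ca2+ flux fluorescence; Read-out basis: per-well B score of integrated baseline-normalized Fluo4 ratio.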
MrgX1 agonist – agonists of human MrgX1 receptor; Q96LB2; MrgX1-HEK293 cells, Fluo-4 calcium fluorescence, agonist mode; stronger effect = higher value; B-score at 10 µM; 310,000 compounds, 0.44% hits; AID 588627;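 active = calcium response B-score plate-corrected fluorescence ratio at least 3 library SD, with starting fluorescence B-score inside 5 SD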
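System: HEK293 cells stably expressing human MrgX1 receptor; Dosing: test compound in the initial addition of three; Schedule: overnight plating, then 30 min 37 °C plus 30 min room-temperature dye loading; Detection: kinetic calcium dye fluorescence, Fluo-4 NW; Controls: per-plate positive and negative controls for Z′ factor.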
TRPC6 act – activators of mouse TRPC6 channel; Q61143; HEK293-TRPC6 membrane potential dye fluorescence; stronger effect = higher value; B-score at 10 µM; 310,000 compounds, 0.13% hits; AID 2550;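 active = B-score of the integrated fluorescence ratio above library mean plus 3 SD, and starting fluorescence ratio within library mean plus 5 SD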;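 note: higher score means more depolarization so channel activation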
Target sequence (Q61143 whole entry, looked up): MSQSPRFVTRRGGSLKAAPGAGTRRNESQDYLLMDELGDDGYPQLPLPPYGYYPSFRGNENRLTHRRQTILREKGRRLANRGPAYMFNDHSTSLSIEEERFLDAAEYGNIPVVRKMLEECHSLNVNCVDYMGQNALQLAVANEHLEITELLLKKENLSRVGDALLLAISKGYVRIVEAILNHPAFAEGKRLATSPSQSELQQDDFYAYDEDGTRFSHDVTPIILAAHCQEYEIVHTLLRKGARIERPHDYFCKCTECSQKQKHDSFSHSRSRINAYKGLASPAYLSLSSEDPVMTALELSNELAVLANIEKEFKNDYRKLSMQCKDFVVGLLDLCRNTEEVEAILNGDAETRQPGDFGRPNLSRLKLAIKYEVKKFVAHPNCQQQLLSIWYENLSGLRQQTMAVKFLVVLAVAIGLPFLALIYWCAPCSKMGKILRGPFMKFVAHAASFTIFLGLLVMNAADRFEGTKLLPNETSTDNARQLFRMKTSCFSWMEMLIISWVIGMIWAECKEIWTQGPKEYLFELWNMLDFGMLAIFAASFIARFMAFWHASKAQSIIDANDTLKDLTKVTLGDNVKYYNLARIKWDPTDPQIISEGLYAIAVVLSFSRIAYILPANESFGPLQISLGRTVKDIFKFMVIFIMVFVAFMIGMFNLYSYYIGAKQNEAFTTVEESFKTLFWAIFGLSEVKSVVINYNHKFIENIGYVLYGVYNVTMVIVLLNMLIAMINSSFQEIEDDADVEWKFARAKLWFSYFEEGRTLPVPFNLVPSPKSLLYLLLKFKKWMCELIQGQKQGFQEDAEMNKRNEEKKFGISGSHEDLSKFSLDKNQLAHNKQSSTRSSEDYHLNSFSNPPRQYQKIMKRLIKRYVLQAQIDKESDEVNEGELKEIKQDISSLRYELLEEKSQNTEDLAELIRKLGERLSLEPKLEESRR
TRPC6 inh – mouse TRPC6 channel inhibition; Q61143; HEK293-TRPC6, membrane potential dye, ACh-evoked depolarization; stronger effect = lower value; B-score at 10 µM; 310,000 compounds, 1.1% hits; AID 2553;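 active = B-score under library mean minus 3 SD, initial fluorescence not abnormally high, positive integrated signal ratio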;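 note: B-score derived from integrated fluorescence ratio over the kinetic read; more negative B-score means stronger inhibition of depolarization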
AI-2 QS modul – modulates the Vibrio harveyi AI-2 quorum sensing system; Vibrio harveyi JMH597 AI-2 luminescence/OD600 ratio, 9 h; stronger effect = lower value; strain lacks LuxN and CqsS sensors; 0 = neutral-control median; activity change, % at 7.5 µM; 300,000 compounds, 0.4% hits; AID 2094; in the data active = activity change below about -75%, passing the limit was not always enough; inconclusive = no clear call, values can overlap the other calls;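 note: luminescence divided by OD600 gain over 9 h not by final OD600 alone; inactives centre near 13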
PolyA inhibitor – blocks polyadenylation in yeast reporter cells; S. cerevisiae SKY197-pL101 polyadenylation reporter, beta-gal luminescence; efflux-impaired pdr1/pdr3 knockout yeast; score 100 = 6 SD above DMSO; calls only at 12 µM; 300,000 compounds, 0.02% hits; AID 1875;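 active = lowest replicate activity score at least 50, where 100 means six control SD above control mean; inconclusive = lowest score under 50 but half or more replicates reach 50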;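 note: yeast exposed to compound for 9 h at 30 °C; higher score means more reporter readthrough which indicates perturbed polyadenylation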
MrgX1 allo act – allosterically activates human MrgX1 receptor signaling | MrgX1-HEK293, Fluo-4 calcium flux, FDSS; stronger effect = higher value | Q96LB2 | B-score at 10 µM | 310,000 compounds, 0.63% hits;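 active = plate-corrected calcium response at least 3 library SD above typical, normal starting fluorescence, not activating the receptor alone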;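 note: compound read alongside a low EC10 to EC30 dose of BAM8-22 agonist; peak minus trough fluorescence over baseline measured at the second addition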
TRPC4 PAM – allosterically enhances the mouse TRPC4 cation channel | Q9QUQ5 | HEK293 TRPC4beta/mu-opioid, DAMGO EC20, Fluo-4 Ca2+ flux; stronger effect = higher value | B-score at 10 µM | 310,000 compounds, 0.42% hits | AID 2227;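 active = B-score of calcium response area above 5 SD of library B-scores, with initial fluorescence ratio within 5 SD of library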;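 note: B-score of integrated fluorescence ratio over time as area under calcium response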
MrgX1 antag – blocks BAM8-22 activation of human MrgX1 receptor | Q96LB2 | MRGX1-HEK293 calcium flux, Fluo-4, BAM8-22 antagonism; stronger effect = lower value | B-score at 10 µM | 310,000 compounds, 1.3% hits;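 active = calcium-response B-score plate-corrected more than 3 library SD below zero, starting fluorescence within 5 deviations, no agonist response on first addition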;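 note: peak minus trough fluorescence over baseline after final BAM8-22 challenge near maximal dose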
HIF activator – HIF pathway transcriptional activation; 300,000 compounds, 0.32% hits; U2OS HRE-luciferase reporter, luminescence; normalized: DMSO 0%, desferrioxamine 100%; activation, % at 7.5 µM (by protocol); AID 1910;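 active = mean activation of at least 10% of the iron chelator positive control signal, with at least half of replicates also reaching 10%; inconclusive = mean and replicate majority disagree about reaching 10%; inactive = mean and most replicates under 10%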
TRPC4 act – opens the mouse TRPC4 cation channel; Q9QUQ5; 310,000 compounds, 0.49% hits; HEK293 TRPC4beta/mu-opioid, Fluo4 calcium fluorescence; stronger effect = higher value; B-score at 10 µM;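 active = B-score above 5 SD of library B-scores, and initial fluorescence ratio not above library mean plus 5 SD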;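 note: positive B-score marks a calcium rise read as TRPC4 activation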
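system = HEK293 cells stably co-expressing mouse TRPC4beta and mu-opioid receptor | schedule = Fluo4 dye loading 45 min at room temperature, 110 s recording | measure = B-scored integrated calcium fluorescence ratio | signal = Fluo4 calcium-sensitive dye fluorescence, kinetic, 1 Hz baseline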
* = called active by the depositor; i = inactive; ? = inconclusive; · = no result given.

Values run as follows: TRPC4 block | MrgX1 agonist | TRPC6 act | TRPC6 inh | AI-2 QS modul | PolyA inhibitor | MrgX1 allo act | TRPC4 PAM | MrgX1 antag | HIF activator | TRPC4 act
CCC(=O)Nc1ccc2c(c1)nc(CN1CCN(C(C)=O)CC1)n2C
→ i | i | i | i | 20 | i | i | i | i | -1.8 | i
Cc1cc([N+](=O)[O-])cc2c1NC(=O)C2(O)N1CCOCC1 (stereo not drawn)
→ i | i | i | i | 0 | i | i | i | i | 0.0 | i
CC(C)N(C(C)C)S(=O)(=O)c1ccc(N2CCc3ccccc3C2)nc1
→ i | i | i | i | 10 | i | 8.4* | i | i | ? | i
Cc1cc(C(=O)Nc2ccc(C#N)cc2)on1
→ i | i | i | i | 1 | i | i | i | i | 0.7 | i
Cc1cc(-c2ccccc2)nc(N/N=C/c2ccccc2)n1
→ i | i | i | i | 8 | i | i | i | i | 1.5 | i
COC(=O)c1c(-c2cccs2)csc1NC(=O)c1cccnc1
→ i | i | i | i | 6 | i | i | i | i | 1.1 | i
O=C(COc1ccccc1)NCc1ccc(-n2cccc2)cc1
→ i | i | i | i | 23 | i | i | i | i | 0.1 | i
C=CCNC(=O)c1ccc2c(c1)S(=O)(=O)c1ccccc1C2=O
→ i | i | i | i | 13 | i | i | i | i | -0.1 | i
Cc1cccc(C)c1NC(=O)COC(=O)c1ccccc1Nc1ccccc1
→ i | i | i | i | -8 | i | i | i | i | -0.2 | i
COc1ccccc1N(CC(=O)Nc1ccccc1C(=O)NCC(C)C)S(C)(=O)=O
→ i | i | i | i | 17 | i | i | i | i | · | i
CCn1c(=O)c2c(nc3n2CCN3c2ccccc2)n(C)c1=O
→ i | i | i | i | -8 | i | i | i | i | -0.4 | i
O=C(CSc1nccn1Cc1ccco1)Nc1cccc(F)c1
→ i | i | i | i | 1 | i | i | i | i | 0.5 | i
Cc1ccc(NC(=O)CNC(=O)OCc2ccccc2)cc1C
→ i | i | i | i | -3 | i | i | i | i | -0.4 | i
CCOC(=O)c1sc(NC(=S)NC(=O)C2CC2)cc1C
→ i | i | i | i | 5 | i | i | i | i | 72* | i
CCN(CC)c1c2c(c(C#N)c3nc4ccccc4n13)CCC2
→ i | i | i | i | 13 | i | i | i | i | 0.3 | i
Cc1ccc(O)c(C2=NOC(O)(C(F)(F)C(F)F)C2)c1 (stereo not drawn)
→ i | i | i | i | -2 | i | i | i | i | 0.3 | i
CCSc1nnc(NC(=O)CCNS(=O)(=O)c2ccccc2F)s1
→ i | i | i | i | 17 | i | i | i | i | 0.0 | i
CC1CC(=O)N(CC(=O)N2CCCC2)c2ccccc2S1 (stereo not drawn)
→ i | i | i | i | 26 | i | i | i | i | -0.2 | i
Cc1ccc2nc(-c3cccc(Br)c3)cc(C(=O)Nn3cnnc3)c2c1
→ i | i | i | i | 12 | i | i | i | i | 1.3 | i
COC(=O)Cn1c2ccc(F)cc2c2nc(C)sc21
→ i | i | i | i | 8 | i | i | i | i | -0.2 | i
Cc1cc2c(c(=O)o1)C(Cc1ccccc1)C(C#N)=C(N)O2 (stereo not drawn)
→ i | i | i | i | 1 | i | i | i | i | -0.4 | i
CC(C)N(C(=O)CSc1nnc(CSc2ncccn2)n1C)C(C)C
→ i | i | i | i | 22 | · | i | i | i | -0.4 | i
O=[N+]([O-])c1ccc(N/N=C/c2ccccc2)c(F)c1
→ i | i | i | i | 26 | i | i | i | i | 2.8 | i
O=C(CCS(=O)(=O)c1ccccc1)N1CCN(c2ccc(F)cc2)CC1
→ i | i | i | i | 60 | i | i | i | i | 1.9 | i
CCCC(=O)Nc1nn(C)c2nc3cc(C)ccc3cc12
→ i | i | i | i | -4 | i | i | i | i | -0.3 | i
Fc1ccc(-c2cc(C(F)(F)C(F)F)[nH]n2)cc1
→ i | 41* | i | i | 8 | i | i | i | i | 1.0 | 71*
CC(C)[C@H](NC(=O)[C@H](Cc1ccccc1)n1c(=O)[nH]c2ccccc2c1=O)C(=O)N1CCC[C@H]1C(=O)O
→ i | i | i | i | 15 | i | i | i | i | 0.0 | i
COc1ccccc1C1C(C#N)=C(N)Oc2cc(C)n(Cc3ccccn3)c(=O)c21 (stereo not drawn)
→ i | i | i | i | 9 | i | i | i | i | 0.2 | i
Cc1ccccc1-c1nnc(SCC(=O)N(C)c2c(N)n(Cc3ccccc3)c(=O)[nH]c2=O)n1C
→ i | i | i | i | 19 | i | i | i | i | -0.5 | i
CCn1c(=O)c(CCC(=O)N2CCN(c3ccccn3)CC2)c(C)c2c(C)nn(-c3ccccc3)c21
→ i | i | i | i | -2 | i | i | i | i | -0.6 | i
CCc1ccc(NC(=S)N2CCC(NC(=O)c3ccccc3OC)CC2)cc1
→ i | i | i | i | 14 | i | i | i | i | 0.0 | i
CCOc1ccc(N(CC(=O)NC2CCCCC2)C(=O)CCC(=O)Nc2nccs2)cc1
→ i | i | i | i | 11 | i | i | i | i | -0.5 | i
COc1ccccc1N(CC(=O)N/N=C/c1ccc(SC)cc1)S(C)(=O)=O
→ i | i | i | i | 15 | i | i | i | i | 0.3 | i
CCN(CC)S(=O)(=O)c1cccc(NC(=O)COC(=O)CCC(=O)c2cccs2)c1
→ i | i | i | i | 9 | i | i | i | i | -0.8 | i
Cc1ccc(C)c(N/C(N)=N/c2nc(C)cc(C)n2)c1
→ i | 59* | i | i | 29 | i | i | i | i | -0.4 | i
COCCCN1C(=O)c2ccc(C(=O)NCc3ccco3)cc2C1=O
→ i | i | i | i | 16 | i | i | i | i | 0.3 | i
CCOC(=O)c1[nH]c2cc(OC)c(OC)cc2c1NC(=O)CCN1CCSCC1
→ i | i | i | i | 15 | i | i | i | i | 0.0 | i
CCN1CCN(C(c2ccccc2)c2nnnn2Cc2ccc3c(c2)OCO3)CC1 (stereo not drawn)
→ i | i | i | i | 9 | i | i | i | i | -0.1 | i
CCOC(=O)N1CCN(C(=O)c2cc(OC)cc(OC)c2)CC1
→ i | i | i | i | 9 | i | i | i | i | 0.5 | i
COc1ccc(CC(=O)OCC(=O)NCc2ccc(Cl)cc2)cc1
→ i | i | i | i | 4 | i | i | i | i | -0.1 | i
O=C(Nc1ccccc1)N(CCCN1CCOCC1)Cc1cc2cc3c(cc2[nH]c1=O)OCCO3
→ i | i | i | i | 8 | i | i | i | i | 0.4 | i
O=C(NNC(=O)c1ccc(Br)o1)c1ccc(NC(=O)c2ccccc2)cc1
→ i | i | i | i | 10 | i | i | i | i | -0.4 | i
COc1cccc(CNC(=O)CCS(=O)(=O)c2cc3c(cc2C)NC(=O)CO3)c1
→ i | i | i | i | 10 | i | i | i | i | -0.2 | i
CCCc1nnc(NC(=O)c2cn(CC)c3cc(N4CCN(C)CC4)c(F)cc3c2=O)s1
→ i | i | i | i | 14 | i | i | i | i | -0.1 | i
COc1cccc(C(=O)OCCNC(=O)c2cccnc2)c1
→ i | i | i | i | 18 | i | i | i | i | -15 | i
O=C(CSc1nnc2c(n1)[nH]c1ccccc12)NCc1ccco1
→ i | i | i | i | 24 | i | i | i | i | -0.2 | i
Cc1nn(-c2ccccc2)c2nc(-c3ccccc3)cc(C(=O)N3CCOCC3)c12
→ i | i | i | i | 6 | i | i | 14* | i | -1.0 | i
COc1ccc(NC(=S)NNC(=O)c2ccco2)c(OC)c1
→ i | i | i | i | 2 | i | i | i | -5.3* | 0.4 | i
O=S(=O)(c1ccc(Cl)s1)N1CCCc2cccc(O)c21
→ i | i | i | i | 1 | i | i | i | i | 4.6 | i
CCOC(=O)CN1C(=O)S/C(=C/c2cccc([N+](=O)[O-])c2O)C1=O
→ i | i | i | i | 18 | i | i | i | i | -0.1 | i
CCN(CC)/C(=N\S(=O)(=O)c1ccccc1C)c1ccccc1
→ i | i | i | i | 4 | i | i | i | i | -1.3 | i
COc1ccc(CC(=O)Nc2ccc(C(=O)Nc3nccs3)cc2)cc1OC
→ i | · | i | i | 12 | i | · | i | · | -0.2 | i
COc1ccc([N+](=O)[O-])cc1NC(=O)CCN1CCN(c2ccccc2OC)CC1
→ i | i | i | i | 4 | i | i | i | i | 0.0 | i
CCC(C)NC(=O)CN1C(=O)NC2(CCOc3ccccc32)C1=O (stereo not drawn)
→ i | i | i | i | 11 | i | i | i | i | 0.0 | i
CCOC(=O)c1ccccc1NC(=O)c1n[nH]c(=O)c2ccccc12
→ i | i | i | i | 25 | i | i | i | i | 0.1 | i
CC(C)CSc1ncc(-c2cccc(C(F)(F)F)c2)cn1
→ i | i | i | i | 11 | i | i | i | i | 0.6 | i
CN(C)c1ccc(/C=C/C(=O)c2cccnc2)cc1
→ i | i | 133* | i | -64 | i | i | i | i | 0.0 | i
COc1ccc(NC(=O)CN2CCN(S(=O)(=O)c3ccc(Cl)cc3)CC2)cc1Cl
→ · | i | · | · | 21 | i | i | · | i | -0.7 | ·
Cc1ccc(C(=O)Nc2ccc(Cc3ccncc3)cc2)cc1[N+](=O)[O-]
→ i | i | i | i | 10 | i | i | i | i | -0.3 | i
COc1ccc(CN2C(=O)C(O)(CC(=O)c3ccc4c(c3)OCO4)c3ccccc32)cc1OC (stereo not drawn)
→ i | i | i | i | -7 | i | i | i | i | -0.4 | i

Next section.
Values run as follows: TRPC4 block | MrgX1 agonist | TRPC6 act | TRPC6 inh | AI-2 QS modul | PolyA inhibitor | MrgX1 allo act | TRPC4 PAM | MrgX1 antag | HIF activator | TRPC4 act
CCN(CC)CCN(C(=O)C1=COCCO1)c1nc2c(OC)ccc(OC)c2s1
→ i | i | i | -5.4* | -3 | i | i | i | i | -0.5 | i
O=C(CS(=O)(=O)Cc1ccccc1)Nc1ncccn1
→ i | i | i | i | 21 | i | i | i | i | 1.4 | i
CCN(CC)CCn1c(=N)n(CC(=O)c2ccc(Br)s2)c2ccccc21
→ i | i | i | i | 26 | i | i | i | i | -0.3 | i
COc1ccc(C(NC(=O)CNC(C)=O)C(=O)Nc2ccc(C(C)C)cc2)cc1 (stereo not drawn)
→ i | i | i | i | 13 | i | i | i | i | -0.7 | i

Some of the compounds tested. The share of hits here may be higher or lower than overall.
